SKN-1 block = C. elegans SKN-1 inhibition. C. elegans VP596 Pgst-4::GFP/RFP ratio, acrylamide-induced, 24 h. inhibition, % at 21.8 µM. 360,000 tested, 0.49% active. AID 624304;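 active = interference check ratio from 0.5 to 1.5 plus GFP to RFP signal ratio inhibition reaching or exceeding a fixed threshold, cut at about 30% in these data, passing the limit was not always enough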; also: some compounds called inactive have numbers as strong as hits
Neddyl block = inhibitors of human cullin neddylation | P61081+Q13564 | TR-FRET cullin neddylation, biochemical | calls only at 25 µM | 360,000 tested, 0.58% active; in the data active = inhibition above about 36%
MLLE-PAM2 inh = blocks PAM2 peptide binding to the PABP1 MLLE domain; P11940; GST-MLLE / FITC-PAM2 fluorescence polarization; inhibition, % at 20 µM; 360,000 tested, 0.36% active; AID 588489; in the data active = inhibition above about 35%, passing the limit was not always enough;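 also: plate controls were DMSO wells with GST-MLLE for no effect and wells lacking GST-MLLE protein for full effect; some results filed as inactive read as strong as hits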
Target sequence (P11940 whole entry, looked up, the tested form may be a part): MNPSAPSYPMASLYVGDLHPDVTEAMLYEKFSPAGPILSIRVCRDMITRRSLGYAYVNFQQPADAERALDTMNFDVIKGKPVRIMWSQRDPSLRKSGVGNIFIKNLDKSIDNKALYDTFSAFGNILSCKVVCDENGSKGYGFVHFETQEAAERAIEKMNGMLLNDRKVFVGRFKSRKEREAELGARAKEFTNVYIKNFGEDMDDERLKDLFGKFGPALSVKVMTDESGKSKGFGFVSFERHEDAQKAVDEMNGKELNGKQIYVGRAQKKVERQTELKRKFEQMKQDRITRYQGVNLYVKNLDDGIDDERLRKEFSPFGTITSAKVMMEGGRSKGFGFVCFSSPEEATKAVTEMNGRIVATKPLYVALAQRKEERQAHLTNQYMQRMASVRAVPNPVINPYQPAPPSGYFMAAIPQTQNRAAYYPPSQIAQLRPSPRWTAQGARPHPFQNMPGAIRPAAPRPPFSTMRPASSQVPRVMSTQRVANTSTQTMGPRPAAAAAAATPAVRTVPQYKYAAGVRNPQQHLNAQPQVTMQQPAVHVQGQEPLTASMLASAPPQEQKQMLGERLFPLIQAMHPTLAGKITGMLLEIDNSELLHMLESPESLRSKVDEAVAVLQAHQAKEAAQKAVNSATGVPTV
NadD block = inhibitors of Staphylococcus aureus NadD | 360,000 tested, 0.78% active | purified NadD enzyme, colorimetric absorbance read-out | inhibition, % at 20 µM | AID 602399; in the data active = inhibition above about 26%; also: some compounds past the cut are filed as inactive
Rpn11 block = Rpn11 (human) deubiquitinase inhibition | human 26S proteasome, Ub4-pepOG fluorescence polarization; 20S core pre-blocked with epoxomicin | calls only at 20 µM | 360,000 tested, 0.59% active;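 active = inhibition at 20 µM, scaled to each plate's controls, above about 33%, limit read from the data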
CSN deneddyl inh = blocks human CSN-mediated cullin deneddylation. inhibition, % at 12.5 µM. AID 651999. Purified CSN, SCF-Nedd8-OG deneddylation, fluorescence polarization. 360,000 tested, 0.38% active;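 active = pattern-corrected inhibition above about 35%, with an unprinted fluorescence ratio check between 0.5 and 1.5, limit read from the data, passing the limit was not always enough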;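 also: 0% = enzyme with substrate and 100% = substrate without enzyme; some results filed as inactive read as strong as hits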
Target sequence (Q92905 whole entry, looked up, one chain of several): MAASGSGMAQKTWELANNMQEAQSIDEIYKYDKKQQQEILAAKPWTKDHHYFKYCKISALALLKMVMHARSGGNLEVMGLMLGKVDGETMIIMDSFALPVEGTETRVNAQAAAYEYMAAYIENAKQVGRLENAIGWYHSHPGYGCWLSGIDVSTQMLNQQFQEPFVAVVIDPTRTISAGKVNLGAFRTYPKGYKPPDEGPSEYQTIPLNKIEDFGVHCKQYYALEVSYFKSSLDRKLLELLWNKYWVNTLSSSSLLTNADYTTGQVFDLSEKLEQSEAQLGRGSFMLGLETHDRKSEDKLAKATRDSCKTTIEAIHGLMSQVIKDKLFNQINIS
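assay system = purified human Csn5 enzyme expressed in HEK293T cells | amount = 0.24 nM enzyme | buffer or medium = Tris/NaCl/DTT buffer, pH 7.5 | reagent = 10 nM SCFSkp2-Nedd8OG | compound = one concentration, 12.5 µM, 0.25% DMSO | times = 90 min reaction at room temperature | signal = FP | read-out basis = % inhibition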
Rin1 Abl inh = inhibitors of human Rin1-Abl protein interaction. inhibition, % at 7.35 µM. AID 588664. 360,000 tested, 0.4% active. TR-FRET Rin1/Abl binding, biochemical; in the data active = inhibition above about 5%, passing the limit was not always enough
MT1-MMP act inh = MT1-MMP (human) activation inhibition; P50281; GFP/RFP ratio change, % at 20 µM; HT1080 RFP-PRO-GFP cells, GFP/RFP ratio fluorescence, overnight; percent of plate control window, DMSO zero; 360,000 tested, 0.061% active;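 active = GFP/RFP ratio change of at least 30% with cell ATP level not reduced by more than half and red fluorescence within 50% of control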; also: strong numbers were not always called active
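Material: RFP-PRO-GFP reporter HT1080 cells. Dosing: single-point 20 µM compound, 1% DMSO. Controls: DMSO and RFP-L50D-GFP cell wells. Timing: cells overnight before dosing, compound overnight, 37 °C, 5% CO2. Measure: GFP/RFP fluorescence ratio.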
FAS-TE inh = blocks the thioesterase domain of human fatty acid synthase | recombinant FAS-TE, OMFH fluorogenic substrate, fluorescence endpoint | inhibition, % at 15 µM | 360,000 tested, 0.67% active | AID 602261 | P49327;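 active = compounds whose normalised, plate-corrected inhibition of enzyme fluorescence in the single-dose primary screen is 50% or more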;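 also: 0% = DMSO with enzyme and 100% = substrate without enzyme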
* = called active by the depositor; i = inactive; nt = not tested or not shown; + = active, no number. Hits appear at their usual frequency; about 3.9% have a hit in one of these screens.

Field names: A = SKN-1 block; B = Neddyl block; C = MLLE-PAM2 inh; D = NadD block; E = Rpn11 block; F = CSN deneddyl inh; G = Rin1 Abl inh; H = MT1-MMP act inh; I = FAS-TE inh
CCCCNc1nc(=S)n(-c2ccccc2)c(C)c1C(C)=O
  A: 7 | B: i | C: 25 | D: 6 | E: i | F: 2 | G: 2 | H: 8 | I: 1
CCOC(=O)/C(C#N)=C1\C=CN(C)C(C)=N1
  A: 5 | B: i | C: -3 | D: -5 | E: i | F: -1 | G: 2 | H: -2 | I: -10
COc1ccc(C(C)NC(=O)Cc2cccs2)cc1OC (stereo not given)
  A: -9 | B: i | C: 0 | D: 5 | E: i | F: 0 | G: -4 | H: -1 | I: -6
CN1C(=O)C(c2nnc(Nc3cccc4ccccc34)s2)C2CC1(C)Oc1ccccc12 (stereo not given)
  A: 23 | B: i | C: -21 | D: 13 | E: i | F: 2 | G: -1 | H: 1 | I: 37
Brc1ccc(CNCCCSc2ncccn2)cc1
  A: 4 | B: i | C: 5 | D: -7 | E: i | F: 8 | G: 0 | H: -1 | I: -6
CCc1ccc(N2C(=O)C3CCCN3C2=S)cc1 (stereo not given)
  A: -27 | B: i | C: 27 | D: -3 | E: i | F: 4 | G: 4 | H: -6 | I: -4
CCOc1ccc(S(=O)(=O)N2CCCC(C(=O)N3CCCC3)C2)cc1 (stereo not given)
  A: 12 | B: i | C: 9 | D: -3 | E: i | F: 0 | G: 0 | H: 0 | I: -2
CC(C)(C)C1CCc2c(C(=O)N/N=C/c3cccs3)csc2C1 (stereo not given)
  A: 2 | B: i | C: -6 | D: 16 | E: i | F: 4 | G: 1 | H: 0 | I: 11
Cn1c(C(=O)N2CCC(C(=O)NCc3ccccc3)CC2)cc2sccc21
  A: -4 | B: i | C: 2 | D: -1 | E: i | F: -3 | G: 0 | H: 2 | I: 0
N#CC1=C(N)Oc2cc(O)c(Cl)cc2C1c1cccnc1 (stereo not given)
  A: -2 | B: i | C: -30 | D: 0 | E: + | F: 0 | G: -1 | H: -123 | I: -5
COc1cccc(C(O)c2nc(-c3ccccc3C)cs2)c1 (stereo not given)
  A: 16 | B: i | C: -5 | D: -4 | E: i | F: 2 | G: 1 | H: 3 | I: 1
Cc1ccc(CNC(=O)c2cc3c(=O)n(C)c4ccccc4c3n2C)cc1
  A: -17 | B: i | C: -2 | D: 2 | E: i | F: 5 | G: -3 | H: 3 | I: -1
Cc1ccc(C(=O)O)cc1NC(=O)CCc1c(C)noc1C
  A: 4 | B: i | C: -2 | D: -3 | E: i | F: -2 | G: -5 | H: -1 | I: -3
COC(=O)N1CCC2CC1c1c(Cl)cccc12 (stereo not given)
  A: 12 | B: i | C: -13 | D: -4 | E: i | F: -4 | G: 0 | H: 6 | I: -11
Cc1ccc(S(=O)(=O)N2CCN(c3ccc4nnc(-c5ccccc5)n4n3)CC2)cc1
  A: 14 | B: i | C: -3 | D: -8 | E: i | F: 1 | G: -2 | H: 4 | I: 21
O=C(NNC(=O)c1cccs1)c1cccc(F)c1
  A: 13 | B: i | C: 11 | D: -4 | E: i | F: 0 | G: 1 | H: 1 | I: -5
COCCN(C(=O)c1ccccc1F)c1nc(-c2ccc(OC)cc2)cs1
  A: 17 | B: i | C: -12 | D: -9 | E: i | F: -2 | G: -2 | H: -4 | I: 31
O=S(=O)(NCC1CCCO1)c1cc(Br)c(Br)s1 (stereo not given)
  A: -15 | B: i | C: 2 | D: 4 | E: i | F: -3 | G: 0 | H: -2 | I: -2
O=C(COC(=O)C1CCN(S(=O)(=O)c2cccs2)CC1)c1ccccc1
  A: 9 | B: i | C: 10 | D: -5 | E: i | F: 1 | G: 0 | H: 0 | I: 16
CN(Cc1ccccc1)C(=O)COC(=O)COc1ccc(C#N)cc1
  A: 8 | B: i | C: 11 | D: 1 | E: i | F: 2 | G: 1 | H: -1 | I: 1
CC(C)C[C@H]1COc2cccc(N3CCC[C@@H]3CO)c2S(=O)(=O)N1
  A: 1 | B: i | C: nt | D: -6 | E: nt | F: -4 | G: nt | H: 2 | I: -10
CC(=O)N(Cc1ccccc1)c1ccccc1C(=O)O
  A: -14 | B: i | C: -6 | D: -5 | E: i | F: 4 | G: -2 | H: -2 | I: -1
CC1CCCC(C)N1CCNC(=O)Nc1ccc(Cl)cc1 (stereo not given)
  A: -11 | B: i | C: 23 | D: -9 | E: i | F: 18 | G: 1 | H: -9 | I: -5
CC(C)(C)c1ccc(C(=O)NCC(=O)N/N=C/c2ccccc2OCC(=O)O)cc1
  A: 6 | B: i | C: 9 | D: -2 | E: i | F: -18 | G: -1 | H: -6 | I: -1
C/C(CC(=O)Nc1ccc2c(c1)OCCO2)=N\NC(=O)c1ccccc1F
  A: -20 | B: i | C: -10 | D: -5 | E: i | F: -1 | G: 1 | H: 1 | I: -4
CCN(CC)S(=O)(=O)c1ccc(NC(=O)COC(=O)c2c[nH]c(=O)[nH]c2=O)cc1
  A: 5 | B: i | C: 13 | D: -1 | E: i | F: -1 | G: -1 | H: 1 | I: -2
NC(=O)c1ccsc1NC(=O)CSc1nnc(Nc2ccccc2)s1
  A: 8 | B: i | C: -51 | D: 1 | E: i | F: 3 | G: -2 | H: 0 | I: 4
COc1ccc(OC)c(S(=O)(=O)NCCO)c1
  A: 8 | B: i | C: -20 | D: -2 | E: i | F: -2 | G: 1 | H: 0 | I: -13
Fc1ccccc1C1c2cccn2CCN1C(=S)Nc1ccc(Br)cc1 (stereo not given)
  A: -17 | B: i | C: -3 | D: 15 | E: i | F: 1 | G: -11 | H: -6 | I: 46
O=C(OCCCN1CCOCC1)c1ccc(O)c(O)c1
  A: -8 | B: i | C: 2 | D: 2 | E: i | F: 0 | G: -2 | H: 1 | I: -5
Oc1c(C=Nc2ccccc2)sc(=S)n1Cc1ccccc1
  A: 6 | B: i | C: -70 | D: -1 | E: i | F: 15 | G: 1 | H: -12 | I: 19
N#Cc1c(-c2cccnc2)cc(-c2ccccc2)nc1N
  A: 31 | B: nt | C: -9 | D: 3 | E: i | F: -1 | G: -5 | H: 2 | I: 4
CCOC(=O)c1c(NC(=O)COC(=O)c2cccnc2OCC)sc(C(=O)N(CC)CC)c1C
  A: -2 | B: i | C: 0 | D: 4 | E: i | F: 5 | G: 5 | H: 12 | I: 23
OC(Cc1cccnc1)(Cc1cccnc1)c1cc2ccccc2[nH]1
  A: -4 | B: i | C: -2 | D: -6 | E: i | F: 1 | G: 2 | H: -3 | I: -4
O=C(NC(=S)Nc1cccc(C(F)(F)F)c1)c1ccc2nonc2c1
  A: -10 | B: i | C: 25 | D: -4 | E: i | F: -3 | G: 3 | H: 1 | I: 51*
CCCNC(=O)NC(=O)CSc1nnc(C)n1N
  A: -10 | B: i | C: 3 | D: -2 | E: i | F: 2 | G: -2 | H: 2 | I: -4
CCn1c(C)nc2cc(C(=O)NNC(=S)NC(=O)c3ccccc3)ccc21
  A: -7 | B: i | C: 20 | D: 0 | E: i | F: -5 | G: 3 | H: 0 | I: -11
CN1C(=O)/C(=C\c2cc(Br)cs2)c2ccccc21
  A: 13 | B: i | C: -5 | D: -3 | E: i | F: 9 | G: 2 | H: -4 | I: 10
N=c1c(S(=O)(=O)c2ccc(Cl)cc2)cc2c(=O)n3ccccc3nc2n1CC1CCCO1 (stereo not given)
  A: 2 | B: nt | C: 1 | D: 9 | E: i | F: -1 | G: -1 | H: 1 | I: 11
O=C(CN1CCN(C(=O)c2cncn2-c2ccccc2)CC1)Nc1ccccc1Cl
  A: 6 | B: i | C: 8 | D: 4 | E: i | F: -5 | G: -2 | H: 0 | I: -8
CN(C)CCCN(C(=O)c1nc2ccccc2s1)c1nc2ccc(F)cc2s1
  A: -4 | B: i | C: -7 | D: -4 | E: i | F: 3 | G: -4 | H: 3 | I: -2
CCOC(=O)C1(C)CCCN(C(=O)c2ccc(C#N)cc2)C1 (stereo not given)
  A: 4 | B: i | C: 4 | D: -1 | E: i | F: -2 | G: -3 | H: 4 | I: -8
CCc1nnc(NC(=O)c2ccc3ccccc3n2)s1
  A: 11 | B: i | C: 2 | D: 4 | E: i | F: 4 | G: -1 | H: 3 | I: -1
O=C(O)c1ccc(N2C(=O)C3C4c5ccccc5C(Br)(c5ccccc54)C3C2=O)cc1 (stereo not given)
  A: -3 | B: i | C: 1 | D: 6 | E: i | F: 4 | G: -2 | H: -8 | I: -2
Cc1nn(C)c(=O)c(N)c1-c1cc(-c2ccc(Cl)c(Cl)c2)n[nH]1
  A: -12 | B: i | C: 0 | D: -10 | E: i | F: 0 | G: -2 | H: 8 | I: 1
CCC(=O)OCC(=O)Nc1ccc([N+](=O)[O-])cc1OC
  A: 7 | B: i | C: 0 | D: 5 | E: i | F: -11 | G: 1 | H: -3 | I: 3
O=C(NCc1ccc2c(c1)OCO2)Nc1ccc([N+](=O)[O-])cc1
  A: -3 | B: i | C: 7 | D: -2 | E: i | F: 0 | G: 0 | H: 1 | I: 18
O=C(c1ccccc1Br)N1N=C(c2ccccc2)CC1c1ccccc1F (stereo not given)
  A: 23 | B: i | C: 13 | D: -1 | E: i | F: 0 | G: 2 | H: -7 | I: 32
COc1ccc(N(CN2C(=O)c3ccccc3C2=O)C(=O)C(C)C)cc1
  A: -1 | B: i | C: 1 | D: 0 | E: i | F: 1 | G: 1 | H: 0 | I: -3
CCc1ccc(OC(C)C(=O)N(Cc2ccccc2)C2CCS(=O)(=O)C2)cc1 (stereo not given)
  A: 4 | B: i | C: 14 | D: 0 | E: i | F: 3 | G: -1 | H: 2 | I: 2
Cc1ccc(OCCNC(=O)Cn2cnc3c(=O)n(C)c(=O)n(C)c32)cc1C
  A: 3 | B: i | C: -3 | D: 2 | E: i | F: 2 | G: 10* | H: 1 | I: -8
COC(=O)c1sccc1N/N=C/c1cccc(OC)c1O
  A: 12 | B: i | C: -4 | D: -6 | E: i | F: -6 | G: 3 | H: 2 | I: 0
COc1cc(=O)[nH]c(SC(C)C(=O)Nc2cccc3ccccc23)n1 (stereo not given)
  A: 12 | B: i | C: -5 | D: 3 | E: i | F: 5 | G: 4 | H: -3 | I: -3
O=C(COc1ccccc1)N(Cc1cccs1)C1CCS(=O)(=O)C1 (stereo not given)
  A: 12 | B: i | C: -1 | D: 0 | E: i | F: -3 | G: -1 | H: -2 | I: -6
O=C(O)C1C2C=CC(C2)C1C(=O)Nc1ccc(C(=O)N2CCCCC2)c(Cl)c1 (stereo not given)
  A: 22 | B: i | C: 3 | D: 2 | E: i | F: 3 | G: -1 | H: -9 | I: -7
